IkB signaling = suppresses IkB signaling in ABC-DLBCL reporter cells; Potency, µM (doses to about 57.1 µM), for inactives: at the highest dose IkBa stabilization activation; 0.04% of 110,000 active; ABC-DLBCL IkBa-CBG/CBR dual luciferase ratio, 4 h; response scale: scaled: untreated 0%, proteasome inhibitor 100%; active means well fitted curve in the direction sought with a large enough effect in the signal ratio, not every such curve was filed as active; inconclusive means small, poorly fitted or top-dose-only effect, or a change in a side signal; the % refers to the signal ratio;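 further: the direction sought is a rising ratio; 0% = basal untreated cells and 100% = reference inhibitor full response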
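Curves were fitted separately to fusion (green), unfused (red) and ratio luminescence, then classed by r2, magnitude and activity. Cells: OCI-Ly3, 4 h compound plus doxycycline at 37C; 10 uM MG-132 defined full response.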
p53ts 39C kill = kills p53ts cells at the nonpermissive temperature | H1299-p53A138V viability at 39C, ATP luminescence, 24 h | Potency, µM (titrated, usually from 46.1 µM), without a hit: at the highest dose activity change, negative = cell killing, usual class: cytotoxic | 1.5% of 130,000 active; further: nearly all actives have a fitted effect of over 55% in size
Imprint erasure = inducers of genomic imprint erasure in mouse ES cells; mouse ES Peg3-LacZ reporter, beta-gal luminescence, 40 h; Potency, µM (series often up to 60.7 µM), for inactives: at the top dose activity change, positive = activation, most hits filed as activators; 0.02% of 110,000 active; AID 1948;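 further: 0% = negative control wells on the plate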
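Imprint erasure is scored as LacZ activity from the silenced maternal Peg3 allele in feeder-free female ES cells cultured 40 h with LIF. Luminescence is normalized to in-plate negative controls and fitted to the Hill equation.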
p53ts 32C kill = cytotoxicity in p53ts cells at permissive temperature; H1299-p53A138V at 32C, ATP luminescence viability, 24 h; Potency, µM (titrated, usually from 46.1 µM), for the others: at the top dose activity change, negative = cytotoxicity, actives largely listed as cytotoxic; 0.93% of 130,000 active; AID 924;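 further: 0% = DMSO and -100% = full killing by reference compound; nearly all actives have a fitted effect of over 55% in size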
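H1299-p53 A138V cells (temperature-sensitive p53) exposed 24 h to up to 46 uM compound at 32C, where p53 is wild-type in conformation. Viability read as ATP luminescence and normalised to DMSO and 100 uM tamoxifen. AC50 fitted with the Hill equation.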
Active calls of the source: *; u = inconclusive; x = not tested or not shown; & = joins results of further samples; [ ] = dose if it differs, or a comment. Unless noted, the call rests on the fitted dose curve; in most records, active means well fitted curve in the direction sought with a large enough effect; inconclusive means small, poorly fitted or top-dose-only effect, or another doubt; inactive means no such curve, though single readings can be large; an effect the other way counts as inactive or inconclusive. Unless noted, on the % scale 0 is the no-effect control and ±100 the full control effect; potency means the concentration at half of the fitted maximal effect. The order is random; overall some 1.7% were active at least once.

SMILES	IkB signaling	p53ts 39C kill	Imprint erasure	p53ts 32C kill
COc1ccc(CCn2nnc(-c3ccc(NC(C)=O)c(Cl)c3)n2)cc1	x	-8%	x	-2%
O=C(NCc1ccc2c(c1)OCO2)c1ccc2c(c1)C(=O)N(Cc1cccnc1)C2=O	2.3%	8%	7%	1%
Cc1ccc(S(=O)(=O)N2CCN(S(=O)(=O)N3CCCCC3)CC2)c(C)c1	1.5%	9%	-11%	13%
COc1ccc(-c2cn3nc(SCC(=O)Nc4ccccc4F)ccc3n2)cc1	u	u	-16%[10.9 µM]	u
Cc1ccc2[nH]c3c(=O)n(CCCN4CCOCC4)cnc3c2c1	-1.1%	5%	-6%	-2%
O=C1OC(Nc2ccc3c(c2)OCO3)c2ccccc21 (stereo unspecified)	u	3%	-23%	u
COc1ccc(CCNC(=O)c2ccccc2NC(=O)c2ccco2)cc1OC	0.0%	7%	6%	5%
O=C(CN1CCC(n2nnc3ccccc32)CC1)Nc1ccc2c(c1)CCC2	u	-10%	-12%	-10%
CCOC(=O)CSc1nc2c(c(=O)n1-c1ccc(OCC)cc1)SCC2	0.0%	-3%	-7%	10%
Clc1cccc(-n2ncc3c(NCCCn4ccnc4)ncnc32)c1	u	u	-7%[10.9 µM]	-13%
CCOc1ccccc1CNC(=O)c1cc(-c2ccc(OC)cc2)nc2ccc(C(C)C)cc12	0.9%	u	-15%[10.9 µM]	6%
COc1ccc(OC)c(S(=O)(=O)n2cccn2)c1	-0.5%	4%	1%	-2%
Cc1ccc(-c2oc3ccccc3c(=O)c2O)cc1	u	u	-38%[inhibitor]	9%
CCCc1nn2c(=O)cc(COC(=O)C3CCCCC3)nc2s1	-1.9%	12%	-6%[10.9 µM]	-6%
CCOC(=O)c1c(NC(=O)CSc2ncn[nH]2)sc(C)c1C	-6.9%	27%	-23%	19%
N#Cc1nc(-c2ccc(OCc3ccc(Cl)cc3)cc2)oc1NCCCn1ccnc1	-0.5%	-1%	-7%	-6%
CCCCn1c(=NC(=O)C(C)(C)Oc2ccc(Cl)cc2)c(C(=O)OCC)cc2c(=O)n3ccccc3nc21	0.4%	26%	4%[10.9 µM]	9%
CCc1ccc(S(=O)(=O)NCc2cn3cccc(C)c3n2)s1	0.0%	3%	-18%	-16%
CCOC(=O)CC1(C)NC(=O)c2c(C)sc(C(=O)OCC)c2N1 (stereo unspecified)	0.8%	-5%	15%	9%
O=C(CSc1nnc(-c2ccco2)o1)NCC(=O)c1ccccc1	-1.9%	6%	-7%	8%
Cc1cc(N2CCOCC2)c2c(N)c(Br)cc(C)c2n1	-2.1%	-2%	-3%	7%
CCc1cccc(C)c1Nc1c(-c2ccccc2)nc2sccn12	u	-26%	-9%[10.9 µM]	2%
Cc1ccc2c(c1)N(CC(=O)NCCN1CCOCC1)C(=O)CO2	3.4%	4%	-4%	-3%
COc1cc(NC(=O)c2nc3cc(C)c(C)cc3n(C)c2=O)cc(OC)c1OC	-1.9%	-4%	-6%[10.9 µM]	15%
COc1ccc(CCNC(=O)C(=O)NCC(c2cccs2)S(=O)(=O)c2cccs2)cc1 (stereo unspecified)	u	-26%	-7%[10.9 µM]	-9%
COc1ccc(CN2CCc3c(c(=O)n4ncc(C(=O)N5CCN(c6ccc(F)cc6)CC5)c4n3C)C2)cc1	u	-8%	-6%[10.9 µM]	-6%
COc1ccc(NC(=O)CCCN2C(=O)CCC2=O)cc1Cl	1.5%	0%	4%	-6%
Cc1sc(NC(=O)COc2cccc(-n3cnnn3)c2)c(C#N)c1C	-1.2%	-18%	-18%	-10%
CC(=O)c1cc(-c2ccccc2)n(CCC(=O)NCc2ccc(C)cc2)c1C	-1.7%	-9%	-7%[10.9 µM]	1%
O=C(Nc1ccccc1)N1CCCC2(CCNCC2)C1	-0.1%[11.4 µM]	-10%	x	-8%
O/N=C1/CCc2cccc3cccc1c23	0.7%	-3%	-2%	-6%
Cc1cccc(-c2nc(CS(=O)CC(=O)N3CCCCC3)c(C)o2)c1 (stereo unspecified)	-0.4%	4%	-3%	-4%
CCN(CC)c1cccc(OC2=NS(=O)(=O)c3ccccc32)c1	5.5%	2%	-9%	22%
C/C=C\C1=C(CO)[C@H](O)[C@H]2OC2[C@@H]1O (stereo partly specified)	x	12%[9.22 µM]	x	-12%[9.22 µM]
CCOc1ccc2nc(NC(=O)c3cnccn3)sc2c1	2.0%	u	-18%	-18%
C[N+]1(CCC[N+]2(C)C[C@H]3[C@H](C2)[C@H]2C=C[C@@H]3CC2)CCOCC1 (stereo partly specified)	-0.9%[11.4 µM]	10%[9.22 µM]	-6%[10.9 µM]	1%[9.22 µM]
N#CC1=C(SCC(N)=O)NC(=O)CC1c1cccc2ccccc12 (stereo unspecified)	0.9%	-2%	15%	1%
O=C(CSc1nnc(-c2ccc(F)cc2)o1)Nc1ccc(S(=O)(=O)N2CCCCCC2)cc1	1.9%	u	-34%[inhibitor]	u
Cc1ccc(NC(=O)/C=C/c2ccccc2)c(Br)c1	6.0%	-26%	-5%[10.9 µM]	u
CCN(CC)CCOC(=O)c1cc(Cl)c(N)cc1OC	5.7%	11%&22%	-5%&-15%	-4%&25%
COc1ccc(CN2CCC(C(=O)N(C)CCc3ccc(OC)c(OC)c3)CC2)c(OC)c1	-1.1%	-10%	x	-13%
Clc1ccccc1CN1CCc2nc(N3CCN(c4ncccn4)CC3)ncc2C1	u	-27%	-12%[10.9 µM]	-13%
O=C(Nc1ccccc1)C1CCN(c2nccs2)CC1	0.7%	4%	-14%	9%
OCC1O[C@H](O[C@H]2C(O)C(O)C(O)O[C@@H]2CO)C(O)C(O)C1O (stereo partly specified)	x	2%	-5%	-1%
COc1ccc(CC(=O)N2CCN(c3ccccn3)CC2)cc1OC	-0.4%	9%	-1%	6%
Cc1nc2c(C(=O)NCc3ccc4c(c3)OCO4)c[nH]n2c(=O)c1Cc1ccccc1F	u	u	-8%	u
COc1ccc2oc(=O)c(C(=O)N3CCN(c4ccc(F)cc4)CC3)cc2c1	1.2%	12%	5%	6%
CC1=C(C(=O)N2CCOCC2)C(c2ccccc2F)C2=C(CC(C)(C)CC2=O)N1 (stereo unspecified)	0.3%	6%	-4%	-7%
O=C(c1ccccc1)N1CCN(C2CC3CCC2C3)CC1 (stereo unspecified)	-0.8%	5%	-9%	1%
C/C(Nc1cccc(F)c1)=C(/C#N)C(N)=O	1.6%	17%	-15%	-2%

Later entries
SMILES	IkB signaling	p53ts 39C kill	Imprint erasure	p53ts 32C kill
COc1ccc(OC)c(NC(=O)N2CCN(Cc3nc4ccc(C)cc4o3)CC2)c1	1.9%	-17%	-11%[10.9 µM]	-10%
O=C(c1noc2c1CCCCC2)N1CCN(C(c2ccccc2)c2ccccc2)CC1	-0.5%	-3%	4%	-12%
CC(=O)Nc1ccc(S(=O)(=O)N2CCN=C2C)cc1	-0.3%	1%	-3%	-6%
COc1ccc(CCNC(=O)c2cnc3sc(N4CCCC4)nn3c2=O)cc1OC	u	u	-9%[10.9 µM]	-9%
O=c1cc2nc(-c3ccccc3F)nc(SCc3ccc(Br)cc3)n2[nH]1	3.1%	-15%	7%[10.9 µM]	23%
COc1ccc(S(=O)(=O)NCCc2ccc(F)cc2)cc1	-1.0%	0%	-5%	6%
COc1ccccc1N1CCN(C(c2ccccc2)c2nnnn2CCc2ccccc2)CC1 (stereo unspecified)	x	-13%	x	-3%
CC1CCN(Cc2nc3c(c(=O)n(C)c(=O)n3C)n2Cc2c(F)cccc2Cl)CC1	0.1%	8%	-3%	6%
Cc1cc(NC(=O)COC(=O)C2CCCN2C(=O)c2cccs2)no1 (stereo unspecified)	0.2%	3%	-5%	0%
Cc1cc(O)c2c(C)c(CC(=O)NCc3ccccc3Cl)c(=O)oc2c1	-0.8%	-12%	27%[10.9 µM]	5%

Grouped by structure: the entries above with a thiophene ring, fused or not
SMILES	IkB signaling	p53ts 39C kill	Imprint erasure	p53ts 32C kill
CCOC(=O)c1c(NC(=O)CSc2ncn[nH]2)sc(C)c1C	-6.9%	27%	-23%	19%
CCc1ccc(S(=O)(=O)NCc2cn3cccc(C)c3n2)s1	0.0%	3%	-18%	-16%
CCOC(=O)CC1(C)NC(=O)c2c(C)sc(C(=O)OCC)c2N1 (stereo unspecified)	0.8%	-5%	15%	9%
COc1ccc(CCNC(=O)C(=O)NCC(c2cccs2)S(=O)(=O)c2cccs2)cc1 (stereo unspecified)	u	-26%	-7%[10.9 µM]	-9%
Cc1sc(NC(=O)COc2cccc(-n3cnnn3)c2)c(C#N)c1C	-1.2%	-18%	-18%	-10%
Cc1cc(NC(=O)COC(=O)C2CCCN2C(=O)c2cccs2)no1 (stereo unspecified)	0.2%	3%	-5%	0%

New compounds follow:
SMILES	IkB signaling	p53ts 39C kill	Imprint erasure	p53ts 32C kill
CCC(=O)Nc1ccccc1C(=O)OCc1cc(=O)n2cc(C)sc2n1	u	-20%	-30%[inhibitor][10.9 µM]	-10%
Cc1cc(NC(=O)c2ccc(Cn3nc(C)c(Br)c3C)o2)no1	-0.1%	-1%	-12%	1%
O=C(NCc1ccc2c(c1)OCO2)c1cc2c(s1)CS(=O)(=O)C2	0.5%	8%	-7%	-4%
O=C(CSc1nc2c([nH]c3ccccc32)c(=O)n1-c1ccc(F)cc1)NCc1ccccc1	0.9%	u	-8%[10.9 µM]	-7%
Cc1ccc(C)c(S(=O)(=O)NCC(c2ccco2)S(=O)(=O)c2ccc(F)cc2)c1 (stereo unspecified)	0.8%	21%	8%[10.9 µM]	10%
O=C(c1ccccc1)c1ccc(N2CCOCC2)c(F)c1	0.5%	-23%	19%	u
CCOC(=O)Nc1cc(OCC)c(NC(=O)C2CC2)cc1OCC	0.5%	-10%	-4%	6%
N#Cc1ccc(C23CC4(C2)[C@H](CN(Cc2ccc(-c5ccccc5)cc2)[C@@H]4c2ccccc2)C3c2ccccc2)cc1 (stereo partly specified)	x	0%	-8%	-4%
CC(=O)Nc1ccc(S(=O)(=O)NCC2CCC(C(=O)N3CCCCCC3)CC2)cc1 (stereo unspecified)	1.6%	-9%	-14%	-8%
CC(C(=O)NCc1ccccc1Cl)n1ccc2cc(S(=O)(=O)N3CCCCC3)ccc21 (stereo unspecified)	u	25%	8%[10.9 µM]	4%
N#CC12C(N)=NC3(OCCO3)C1(C#N)C1=C(CCC1)NC2c1ccccc1 (stereo unspecified)	1.3%	11%	27%	3%
O=C(O)C1C2C=CC(O2)C1C(=O)NC1CCCc2ccccc21 (stereo unspecified)	-1.4%	-1%	-7%	-2%
CN(Cc1cc2ccccc2[nH]c1=O)S(C)(=O)=O	-2.5%	11%	-9%	7%
CCN1CCN(S(=O)(=O)c2cc(C)c(OC)cc2C)CC1	5.2%	1%	-16%	-3%
O=C(CN1CCN(c2ccccn2)CC1)Nc1ccc2ccccc2c1	u	-10%	-11%	-15%
COC(=O)CNC(=O)C1CCN(S(=O)(=O)c2cccc3nsnc23)CC1	2.0%	-11%	-23%[10.9 µM]	6%
CC(=O)Nc1ccc(N2CCOCC2)c(C(=O)Nc2cccc(C)c2)c1	-1.7%	10%	21%	2%
Nc1ncnc2nc(N3CCN(CCO)CC3)[nH]c12	-0.3%[11.4 µM]	5%[9.22 µM]	-2%[10.9 µM]	0%[9.22 µM]
NC1=NC(c2cn(-c3ccccc3)nc2-c2cccs2)n2c(nc3ccccc32)N1 (stereo unspecified)	u	-22%	-45%[inhibitor]	-5%
O=C1N2CCSC2=NC1(Nc1ccccn1)C(F)(F)F (stereo unspecified)	-0.5%	0%	2%	-5%
O=C1c2ccccc2C(=O)C12OC(c1ccccc1)C1(C(=O)c3ccccc3C1=O)C2c1cccc([N+](=O)[O-])c1 (stereo unspecified)	x	12%	x	-17%

Single entries from the entries so far:
Result for `O=C(CN1CCN(c2ccccn2)CC1)Nc1ccc2ccccc2c1` under p53ts 32C kill: -15%
Result for `COC(=O)CNC(=O)C1CCN(S(=O)(=O)c2cccc3nsnc23)CC1` under p53ts 39C kill: -11%

Screening results as filed in PubChem.
